Screening results as filed in PubChem.
Nrf2 ARE act: Nrf2 pathway activation. AREc32 ARE-luciferase reporter (MCF7-derived line), luminescence, 24 h. hit rate 0.31% among 410,000. Potency, µM (doses to about 46.1 µM), without a hit: at the highest dose activation, most hits filed as activators; further: % of control where 0% means no effect; nearly all actives have a fitted effect of over 65% in size
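Reporter line AREc32 (ARE-Fluc), seeded overnight in OPTI-MEM with 5% FBS; compound pin-transferred, 24 hr at 37 deg C, 5% CO2; luminescent read-out.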
TGFb SMAD3 inh: TGF-b pathway inhibition; hit rate 1.2% among 410,000; Potency, µM (doses to about 46.1 µM), for the others: at the highest dose activity, negative = inhibition, actives largely listed as inhibitors; HepG2 CAGA-GFP TGF-b/SMAD3 reporter, GFP fluorescence, 18 h; TGF-beta stimulated, 500 pg/mL final; further: on the % scale 0 is the no-effect control and ±100 the full control effect; nearly all actives have a fitted effect of over 65% in size
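Using HEPG2 CAGA-GFP reporter cells at 1000 cells/well, we pinned test compounds, stimulated with recombinant TGF-beta (500 pg/mL final) and measured total well GFP after 18 h.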
HepG2 tox: HepG2 cytotoxicity, counter-screen for TGF-b inhibitors. HepG2 CAGA-GFP viability, ATP luminescence, 18 h. Potency, µM (series often up to 46.1 µM), without a hit: at the top dose activity change, negative = cytotoxicity, hits mostly cytotoxic. hit rate 0.76% among 410,000. AID 588856; further: some results filed as inactive show a strong effect at the top dose
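HepG2 CAGA-GFP cells (1000/well, DMEM with 1% FBS) received compound, then TGF-beta at 500 pg/mL final, and were incubated 18 hours at 37 degrees C. Viability was read by CellTiter-Glo luminescence. Media-only wells were set as complete cell-killing and DMSO as no toxicity.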
A549 tox: counter-screen for Nrf2 inhibitors: cytotoxicity in A549 cells; Potency, µM (series often up to 46 µM), for inactives: at the highest dose activity change, negative = cytotoxicity, usual class: inhibitors; A549 ARE-Fluc cells, CellTiter-Fluor viability, 18-24 h; hit rate 0.16% among 390,000; further: on the % scale 0 is the no-effect control and ±100 the full control effect
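A549 ARE-Fluc cells in 5% FBS OPTI-MEM, 5000 cells/well, rested 2 h then exposed to compounds in concentration-response for 18-24 h at 37 °C. Viability by CellTiter-Fluor fluorescence (Ex 405/Em 525) after 30 min; luciferase luminescence (BugLite, 15 min, RT) read afterwards.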
MCF10A rerep: inducers of DNA re-replication in MCF 10A breast cells; AID 624296; Potency, µM (top dose mostly 46.1 µM), inactives show at the highest dose activity, positive = re-replication, usual class: activators; hit rate 2.9% among 350,000; MCF 10A DNA re-replication, Hoechst nuclear intensity, 48 h; further: % of control where 0% means no effect; nearly all actives have a fitted effect of over 50% in size
Nrf2 inh: Nrf2 pathway inhibition. A549 ARE-Fluc reporter, luciferase luminescence, 18-24 h. Potency, µM (top dose mostly 46 µM), for the others: at the top dose activity change, negative = inhibition, actives largely listed as inhibitors. hit rate 2.1% among 360,000. AID 504444; further: on the % scale 0 is the no-effect control and ±100 the full control effect; nearly all actives have a fitted effect of over 60% in size
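A549 ARE_Fluc cells (5000/well, 5% FBS OPTI-MEM) pre-incubated 2 h, then treated with compounds 18-24 h at 37C/5% CO2 in concentration-response. CellTiter-Fluor viability read first; BugLite luciferase luminescence after 15 min at room temperature gives Nrf2 activity.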
ATXN2 expr inh: inhibitors of ATXN2 expression | hit rate 0.72% among 360,000 | Potency, µM (doses to about 57 µM), for inactives: top-dose activity change, negative = inhibition, actives largely listed as inhibitors | HEK-293 ATXN2-luciferase reporter, luminescence, 24 h; further: on the % scale 0 is the no-effect control and ±100 the full control effect; nearly all actives have a fitted effect of over 55% in size
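qHTS (up to 57 uM final) was run with 24 h compound exposure of reporter cells at 37 °C. Each well was multiplexed: SteadyGlo luminescence measured ATXN2-luciferase expression after a fluorogenic Gly-Phe-AFC viability readout (25 uM final).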
ATXN viability: viability counter-screen for ATXN expression inhibitors. S2 cells (HEK-293 line with an ATXN2-luciferase reporter) viability, CellTiter-Fluor protease fluorescence, 24 h. Potency, µM (doses to about 56.7 µM), actives largely listed as cytotoxic. hit rate 0.49% among 400,000; further: nearly all actives have a fitted effect of over 40% in size
EPAC2 antagonist: EPAC2 (human) antagonism; EPAC2 GEF exchange of Rap1B-BODIPY-GDP, fluorescence; Potency, µM (top dose mostly 114 µM), inactives show at the highest dose activity, negative = inhibition, actives largely listed as inhibitors; hit rate 0.18% among 360,000; AID 720708; further: on the % scale 0 is the no-effect control and ±100 the full control effect; nearly all actives have a fitted effect of over 45% in size; many of its hits are not listed in these tables
Target sequence (Q8WZA2 whole entry, looked up): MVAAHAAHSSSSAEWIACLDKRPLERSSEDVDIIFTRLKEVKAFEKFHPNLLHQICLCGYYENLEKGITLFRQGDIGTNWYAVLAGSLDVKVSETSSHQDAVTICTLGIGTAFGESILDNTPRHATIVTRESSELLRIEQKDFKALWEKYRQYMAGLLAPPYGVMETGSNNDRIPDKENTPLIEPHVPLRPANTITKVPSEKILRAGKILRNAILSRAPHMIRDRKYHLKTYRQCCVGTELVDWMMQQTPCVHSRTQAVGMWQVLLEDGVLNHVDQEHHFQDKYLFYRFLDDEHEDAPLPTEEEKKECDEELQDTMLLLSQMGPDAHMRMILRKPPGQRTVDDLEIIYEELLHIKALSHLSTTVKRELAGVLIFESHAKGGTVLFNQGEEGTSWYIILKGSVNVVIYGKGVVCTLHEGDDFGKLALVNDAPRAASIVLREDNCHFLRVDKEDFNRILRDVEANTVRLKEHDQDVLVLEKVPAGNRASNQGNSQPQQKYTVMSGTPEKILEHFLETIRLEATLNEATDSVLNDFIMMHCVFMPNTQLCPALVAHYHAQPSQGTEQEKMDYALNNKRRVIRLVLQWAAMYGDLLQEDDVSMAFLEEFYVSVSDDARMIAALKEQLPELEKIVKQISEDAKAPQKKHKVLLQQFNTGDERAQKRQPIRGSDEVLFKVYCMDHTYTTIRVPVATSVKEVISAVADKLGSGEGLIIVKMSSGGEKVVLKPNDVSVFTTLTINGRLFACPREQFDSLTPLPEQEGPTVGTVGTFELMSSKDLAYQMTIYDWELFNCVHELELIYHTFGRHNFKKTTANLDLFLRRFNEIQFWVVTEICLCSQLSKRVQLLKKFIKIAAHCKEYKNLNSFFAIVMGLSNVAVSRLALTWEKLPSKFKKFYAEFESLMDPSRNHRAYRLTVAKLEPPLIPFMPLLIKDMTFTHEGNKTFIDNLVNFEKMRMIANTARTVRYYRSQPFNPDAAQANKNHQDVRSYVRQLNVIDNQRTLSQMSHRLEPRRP
The depositor's hits bear a star; i = inactive; ? = inconclusive; nt = no result given; & = joins results of further samples; [ ] = another dose, or the depositor's remark. The call rests on the fitted dose curve; in most records, active means well fitted curve in the direction sought with a large enough effect; inconclusive means small, poorly fitted or top-dose-only effect, or another doubt; inactive means no such curve, though single readings can be large; an effect the other way counts as inactive or inconclusive. Potency means the concentration at half of the fitted maximal effect.

The opening 4 entries, ahead of the listing:
SMILES	Nrf2 ARE act	TGFb SMAD3 inh	HepG2 tox	A549 tox	MCF10A rerep	Nrf2 inh	ATXN2 expr inh	ATXN viability	EPAC2 antagonist
CCOc1ccc(N2C(=O)c3n[nH]c(-c4cccs4)c3C2c2cccc(F)c2)cc1 (configuration not stated)	-2.8%	?	11µM*	-22%	nt	?	?	nt	nt
Cc1cccnc1Sc1c([N+](=O)[O-])ncn1C	-0.3%	-17%	-3%	-1%	-1%	15%	5%	i	1%
CC1S/C(=C(\C#N)C(N)=O)N(c2ccc(F)cc2)C1=O (configuration not stated)	5.9%	6%	-12%	0%	-2%	4%	-9%	i	-5%
CC1(C)CC(=O)C(C=NCCc2ccc(S(N)(=O)=O)cc2)=C(O)C1	0.2%	?	-16%	-10%	1%	-2%	9%	i	1%

All compounds of this part, from the first entry:
SMILES	Nrf2 ARE act	TGFb SMAD3 inh	HepG2 tox	A549 tox	MCF10A rerep	Nrf2 inh	ATXN2 expr inh	ATXN viability	EPAC2 antagonist
CCOc1ccc(N2C(=O)c3n[nH]c(-c4cccs4)c3C2c2cccc(F)c2)cc1 (configuration not stated)	-2.8%	?	11µM*	-22%	nt	?	?	nt	nt
Cc1cccnc1Sc1c([N+](=O)[O-])ncn1C	-0.3%	-17%	-3%	-1%	-1%	15%	5%	i	1%
CC1S/C(=C(\C#N)C(N)=O)N(c2ccc(F)cc2)C1=O (configuration not stated)	5.9%	6%	-12%	0%	-2%	4%	-9%	i	-5%
CC1(C)CC(=O)C(C=NCCc2ccc(S(N)(=O)=O)cc2)=C(O)C1	0.2%	?	-16%	-10%	1%	-2%	9%	i	1%
O=C1C(=Cc2ccco2)CCC1=Cc1ccco1	18%	?	-13%	?	?	-6%	2%	i	-3%
CCOc1ncccc1C(=O)N(C)CC(=O)Nc1ccccc1SC	0.3%	17%	26%	1%	-9%	1%	16%	i	2%
CCCCCCCCN1C(=O)[C@H](CC(=O)NCc2cccc3ccccc23)C[C@@]2(C(=O)OC)CCCCC=C12	0.6%	nt	nt	nt	nt	nt	-34%	?	-11%
Cc1ccc(SC(=O)COc2ccc(C)c(C)c2)cc1	5.2%	2%	1%	-8%	18%	2%	-1%	i	7%
O=C(NCc1ccc2c(c1)OCO2)C(=O)NCC1OCCN1S(=O)(=O)c1ccc(F)cc1 (configuration not stated)	-0.5%	-3%	24%	7%	12%	19%	7%	i	1%
CSc1ccc(/C=C(\C#N)C(=O)Nc2cccc(C)c2)cc1	4.0%	-12%	-23%	-11%	?	20%	22%	i	-1%
CC(=O)c1cc2c(cc1NC(=O)CCc1ccccc1)OCO2	0.4%	-14%	-14%	0%	-6%	-2%	6%	i	-2%
Cc1ccccc1C(=O)Nc1ccc(NC(=O)c2cccs2)cc1	-0.8%	31%[activator]	16%	-2%	nt	-54%	13%	i	nt
CCOC(=O)c1c(NC(=O)CSc2cn(CCNC(=O)c3ccc(OC)cc3)c3ccccc23)sc2c1CCC2	7.1%	?	-13%	-19%	nt	?	1%	i	nt
CCCNC(=O)c1ccc(N2CCC3(CC2)CC(c2ccccc2)=NO3)c(NC(=O)c2cccc(OC)c2)c1	0.4%	6%	-3%	0%	-15%	1%	-16%	i	12%
O=C(Cn1c(=O)nc(-c2ccccc2)c2ccccc21)NCCCc1ccccc1	-0.8%	?	-21%	-9%	nt	-13%	-3%	i	nt
Cn1c(=O)[nH]c(=O)c2c1nc(CN1CCN(c3cccc(Cl)c3)CC1)n2CCN1CCOCC1	-0.8%	4%	-18%	0%	-8%	-7%	-39%	?	-1%
O=C(Cc1ccccc1)Nc1nnc(-c2ccccc2)o1	3.0%	3%	-5%	-2%	-1%	-6%	-5%	i	10%
CCCCCOc1ccc(C(=O)Nc2ccc(S(=O)(=O)Nc3cc(C)on3)cc2)cc1	-0.3%	8%	-15%	7%	-12%	6%	-13%	i	-1%
C/C(=N\NC(=O)c1ccc(CN2CCOCC2)cc1)c1ccc([N+](=O)[O-])cc1	2.2%	?	-12%	-2%	-5%	?	nt	nt	6%
Cc1ccc(N=Nc2c(C)[nH]n(C(N)=S)c2=O)cc1	7.6%	-15%	-1%	7%	?	?	28%	i	22%
CC(C)NC(=O)c1ccccc1N(Cc1ccccc1)S(C)(=O)=O	0.4%	-2%	-38%	0%	0%	35%	0%	i	21%
COCCCNC(=O)c1cn(CCOC)c(=O)c2c1c1ccccc1n2C	-1.0%&-0.7%	-1%&12%	-8%&1%	2%&-4%	-5%	0%&15%	-14%&6%	i	22%
O=C(Nc1nc(-c2cccs2)c(-c2cccs2)s1)C1CCCC1	4.2%	?	-7%	-2%	?	-17%	23%	i	12%
CCCOc1ccc(C(=O)NNC(=S)NC(C)=O)cc1	-1.0%	-19%	-15%	-5%	?	?	?	?	-2%
CC(C)c1ccc(CNC(=O)c2ccc(N3CCCC3)c(NC(=O)NCc3ccc(F)cc3)c2)cc1	0.1%	9%	-1%	-11%	nt	nt	-2%	?	nt
CC(C1CC1)N(Cc1ccccc1)C(=O)NC(=O)c1ccccc1 (configuration not stated)	-0.2%	-16%	8%	2%	2%	-7%	-17%	i	15%
Cc1nc(-c2ccc(F)cc2)c(CC(=O)N2CCN(S(=O)(=O)c3cccc(Cl)c3)CC2)s1	0.3%	-19%	8%	-4%	-9%	0%	-3%	i	-9%
Cc1ccc(S(=O)(=O)NCC2CCC(C(=O)NCCc3ccccc3)CC2)cc1 (configuration not stated)	-0.7%	?	-11%	11%	nt	11%	nt	nt	nt
CSc1ccc(C#N)cc1NC(=O)c1ccc(Cl)cc1	2.6%	-4%	-28%	3%	1%	nt	-11%	i	15%
COc1ccc(/C(=N/Nc2ncnc3ccccc23)C(=O)O)cc1	10%	?	-45%	4%	15%	?	-9%	i	-7%
COc1cc(/C=N/NC(=O)CC2(C)OCCCO2)ccc1OCc1ccccc1	4.7%	1%	-5%	19%	-4%	-2%	14%	i	-7%
CCOC(=O)c1c(NC(=S)Nc2cccnc2)sc(C)c1C	4.0%	-2%	3%	0%	20%	18%	-21%	i	9%
COc1cc(OC)c(OC)cc1CN1CCN(C(=O)CC(C)C)CC1	0.4%	-5%	1%	13%	7%	5%	1%	i	5%
COc1ccccc1NC(=O)c1nn(C)cc1Br	1.5%	0%	2%	5%	-4%	17%	3%	i	5%
Cc1cc(C)c(O)c(-c2cc(C(=O)NCCc3ccc(S(N)(=O)=O)cc3)[nH]n2)c1	0.2%	-23%	8%	-8%	10%	-5%	-13%	i	-3%
COC(=O)c1sccc1NC(=S)Nc1cccc(F)c1	-0.8%	3%	3%	-13%	2%	-7%	4%	i	2%
CCn1c(-c2ccoc2C)n[nH]c1=S	0.2%	0%	6%	1%	?	-10%	5%	i	4%
O=C(C[N+]1(CC#Cc2ccccc2)CCCCC1)c1ccc(Cl)cc1	1.4%	3%	-23%	-3%	2%	-13%	nt	i	30%
CC1(C)CC(N=Cc2c(O)n(Cc3ccc4c(c3)OCO4)c(=O)c3ccccc23)CC(C)(C)N1	3.1%	3%	-16%	6%	0%	3%	?	nt	1%
COC(=O)c1ccccc1NC(=O)Cn1cnc2cc(C)c(C)cc21	2.2%	-6%	-32%	?	?	?	-22%	i	8%
COc1ccc(NC(=O)c2cc3c(CO)cnc(C)c3oc2=Nc2cccc(F)c2)c(OC)c1	-0.8%	4%	-1%	0%	?	2%	-28%	?	11%
C=CCn1c(SCC(=O)NC23CC4CC(CC(C4)C2)C3)nc(O)cc1=O	-0.8%	-5%	-11%	-11%	-1%	24%	11%	i	-13%[57.1 µM]
CC(Sc1nnc(N)s1)C(=O)Nc1ccc(N2CCOCC2)cc1 (configuration not stated)	-0.6%	-15%	-8%	-3%	-3%	nt	5%	i	-1%
CCCCNC(=O)N(O)C1N(/N=C/c2cccnc2)C(=S)SC1(C)C (configuration not stated)	-0.2%	-3%	-29%	1%	2%	21%	3%	i	17%
Cc1ccc(C2=[N+]([O-])C(C)N(O)C2(C)C)o1 (configuration not stated)	-0.4%	-26%	2%	-4%	-8%	nt	3%	i	6%
Cc1cc(S(=O)(=O)N2c3ccc(F)cc3CCC2C)ccc1-n1cnnn1 (configuration not stated)	-0.2%	10%	-7%	5%	4%	-3%	-3%	i	-26%
Nc1ccnn1Cc1ccncc1	-0.4%	4%	11%	6%	-4%	4%	nt	i	-4%
CCCCCN(C(=O)CCC(=O)OCC(=O)NCc1cccc(OC)c1)c1c(N)n(CCCC)c(=O)[nH]c1=O	0.5%	-15%	4%	-4%	-1%	?	6%	i	2%
O=C(NC1CCCCCC1)C1c2ccccc2C(=O)N1Cc1ccccc1Cl (configuration not stated)	-0.5%	-18%	1%	-1%	nt	11%	-15%	?	nt
COC(=O)CN1C2=NCCCN2c2ccccc21	-0.6%	2%	0%	6%	1%	2%	-1%	i	2%
Remaining list, next part:
SMILES	Nrf2 ARE act	TGFb SMAD3 inh	HepG2 tox	A549 tox	MCF10A rerep	Nrf2 inh	ATXN2 expr inh	ATXN viability	EPAC2 antagonist
COc1ccc(N2CCN(S(=O)(=O)c3cnc[nH]3)CC2)cc1	0.2%	-14%	-23%	0%	?	11%	-5%	i	6%
CCN(CC)C1CCN(C(=O)c2ccc(OC3CCN(Cc4ccccn4)CC3)cc2)C1 (configuration not stated)	0.1%	-16%	-11%	?	8%	0%	4%	i	4%
Cc1cc(C)cc(NC(=O)CSc2nc3[nH]ncc3c(=O)[nH]2)c1	-0.9%	?	-35%	6%	?	15%	?	i	23%
CC(=O)Nc1ccc(C(C)=NNC(=O)C2CCCC2)cc1	-0.6%	0%	-5%	nt	nt	nt	12%	i	25%
COc1cc(C(=O)NCc2ccco2)cc(OC)c1OC	11%	3%	-6%	-3%	-2%	0%	12%	?	-2%
Cc1cccc(C)c1NC(=O)CNC(=O)CCCc1c[nH]c2ccccc12	-0.6%	0%	-1%	2%	7%	7%	2%	i	0%
COc1ccc(C2OC(=O)CC2C(=O)NC2CCCCCC2)cc1OC (configuration not stated)	-1.0%	-5%	-1%	-20%	7%	nt	5%	i	-1%
O=C(CCn1nnc2ccccc2c1=O)N[C@@H](Cc1c[nH]c2ccccc12)C(=O)O	0.2%	8%	4%	1%	-2%	3%	5%	i	4%

Some of the compounds tested; count on the stated rates, not on these rows.
